mIAP act: increases mouse intestinal alkaline phosphatase activity. muIAP, CDP-Star luminescence, 30 min; hits give high values; 1 = vehicle-only enzyme signal, 0 = enzyme-free wells. activation factor at 10 µM. 330,000 tested, 0.24% active. AID 2805;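 active = activation factor of at least 2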; also: the source names both 10 and 20 µM as test concentration; values of inactives mirror those of a sister screen read the other way
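Assay system: mouse IAP enzyme; reagent: chemiluminescent substrate CDP-Star; dosing: test compounds delivered from DMSO solution; schedule: 30 min at room temperature; measured by: luminescence from enzymatic CDP-Star hydrolysis; controls: DMSO-only wells and no-enzyme negative control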
mIAP block: mouse IAP inhibition. purified mouse IAP, CDP-Star luminescence, 30 min. inhibition, % at 10 µM. 330,000 tested, 0.2% active. AID 2806;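 active = inhibition of at least 40% at 10 µM in the primary screen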;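 also: plate controls were DMSO with enzyme for no effect and no enzyme wells for full effect; values of inactives mirror those of a sister screen read the other way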
APOBEC3A inh: inhibitors of human APOBEC3A DNA deaminase; P31941; recombinant A3A, FAM/TAMRA ssDNA deamination fluorescence; inhibition, % at 20 µM; 330,000 tested, 0.41% active; AID 493011;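 active = at least 40% inhibition at 20 µM here, with at most 30% in a related deaminase screen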;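 also: plate controls were A3A with DMSO for no effect and wells lacking A3A enzyme for full effect; some results filed as inactive read as strong as hits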
Target sequence (P31941 whole entry, looked up): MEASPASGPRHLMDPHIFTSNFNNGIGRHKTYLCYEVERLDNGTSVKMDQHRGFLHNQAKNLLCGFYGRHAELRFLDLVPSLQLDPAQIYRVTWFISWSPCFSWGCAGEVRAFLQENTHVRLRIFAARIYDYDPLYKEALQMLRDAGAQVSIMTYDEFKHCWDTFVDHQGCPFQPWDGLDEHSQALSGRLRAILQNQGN
A3G deaminase: APOBEC3G (human) deaminase inhibition; recombinant A3G, ssDNA deamination FAM/TAMRA fluorescence; inhibition, % at 20 µM; 330,000 tested, 0.28% active;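 active = inhibition of at least 40% at 20 µM, with no more than 30% in the related APOBEC3A deaminase screen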;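 also: plate controls were DMSO wells with A3G for no effect and wells lacking A3G enzyme for full effect; some compounds called inactive have numbers as strong as hits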
Target sequence (Q9HC16 whole entry, looked up): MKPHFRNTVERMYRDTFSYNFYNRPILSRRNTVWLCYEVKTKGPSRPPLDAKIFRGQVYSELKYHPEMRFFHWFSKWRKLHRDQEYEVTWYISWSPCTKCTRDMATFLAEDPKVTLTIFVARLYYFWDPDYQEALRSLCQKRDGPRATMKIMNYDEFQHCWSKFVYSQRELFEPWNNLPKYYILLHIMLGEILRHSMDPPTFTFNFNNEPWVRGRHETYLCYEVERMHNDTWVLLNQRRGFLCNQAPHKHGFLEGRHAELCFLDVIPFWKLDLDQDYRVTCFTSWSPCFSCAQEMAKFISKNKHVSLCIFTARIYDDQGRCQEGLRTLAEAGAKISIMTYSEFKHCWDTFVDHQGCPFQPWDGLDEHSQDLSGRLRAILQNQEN
hIAP act: human IAP activation; activation factor at 10 µM; P09923; 330,000 tested, 0.16% active; purified human IAP, CDP-Star luminescence, 30 min; hits give high values; 1 = vehicle-only enzyme, 0 = enzyme-free background;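 active = activation factor of the enzyme at least 2-fold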; also: the source names both 10 and 20 µM as test concentration; values of inactives mirror those of a sister screen read the other way
hIAP block: human IAP inhibition. P09923. purified IAP, CDP-Star luminescence, 30 min. inhibition, % at 10 µM. 330,000 tested, 0.12% active;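 active = inhibition reaching a set limit with compound at 10 µM in the primary screen, cut at about 35% in these data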;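 also: plate controls were DMSO wells with enzyme for no effect and no-enzyme buffer wells for full effect; values of inactives mirror those of a sister screen read the other way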
SENP1 FRET inh: blocks the human SENP1 SUMO protease catalytic domain | inhibition, % at 10 µM | Q9P0U3 | recombinant SENP1 catalytic domain, CyPet-SUMO1-YPet FRET cleavage | AID 624204 | 360,000 tested, 0.21% active;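 active = inhibition at least 30% at 10 µM, raw YFP signal under a set limit, fluorescence ratio 0.5 to 1.5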;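 also: 0% = enzyme with DMSO and 100% = no enzyme wells; some results filed as inactive read as strong as hits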
Target sequence (Q9P0U3 419-644 limits assumed): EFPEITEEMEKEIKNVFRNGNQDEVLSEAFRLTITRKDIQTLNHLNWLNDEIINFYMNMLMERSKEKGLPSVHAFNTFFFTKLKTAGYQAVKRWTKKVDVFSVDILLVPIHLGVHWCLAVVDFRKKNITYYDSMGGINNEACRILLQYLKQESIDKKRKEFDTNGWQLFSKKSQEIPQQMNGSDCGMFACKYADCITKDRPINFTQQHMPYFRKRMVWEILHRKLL
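Compound: 10 µM single point, 0.5% DMSO; Test system: hSENP1 catalytic domain, recombinant; Timing: 50 min reaction at room temperature; Technique: FRET, CFP and YFP emission; Control set: no-enzyme wells low, DMSO-plus-enzyme wells high control.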
NLRP3 yeast inh: inhibitors of NALP3 inflammasome in yeast | 330,000 tested, 0.39% active | inhibition, % at 10 µM | Yeast reconstituted NLRP3/ASC/caspase-1, beta-gal luminescence, 24 h;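 active = inhibition of 50% or more; inactive = inhibition below 50%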;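 also: plate controls were induced DMSO wells for no effect and uninduced yeast grown without galactose for full effect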
beta cell repl: MIN6 beta-cell proliferation induction; 330,000 tested, 0.29% active; AID 2380; MIN6 cells proliferation, ATPlite luminescence, 48 h; cells starved in 0.2% serum; 100% = growth in 10% serum; proliferation, % at 10 µM;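 active = compounds whose signal lies at least 3.5 SD above the mean of all wells on their plate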;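 also: 0% = DMSO-treated cells in low-serum medium and 100% = 10% serum control; some compounds called inactive have numbers as strong as hits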
* marks the source's active call; other numbers are inactive results. The list is partial; the hit share may differ from the screen's.

Screening Cc1ccccc1-c1cc(C(=O)NCc2ccc(OC(F)(F)F)cc2)nn1CC1CC(c2cccc([N+](=O)[O-])c2)=NO1 (configuration not stated) returned mIAP act 0.81, mIAP block 19.0, APOBEC3A inh 0.3, A3G deaminase -2.9, hIAP act 0.874, hIAP block 12.6, SENP1 FRET inh -3.2, NLRP3 yeast inh 25.7 and beta cell repl -4.8.
`Nc1c(NCCc2ccccc2)c2ccccc2oc1=O` gave mIAP act 1.15, mIAP block -14.5, APOBEC3A inh -7.3, A3G deaminase -2.9, hIAP act 0.982, hIAP block 1.8, SENP1 FRET inh -2.9, NLRP3 yeast inh 18.6 and beta cell repl -2.4.
Screening O=C(CSCc1nc2c(nnn2Cc2ccc(F)cc2)c(=O)[nH]1)Nc1c(Cl)cc(Cl)cc1Cl returned mIAP act 1.08, mIAP block -8.1, APOBEC3A inh -4.2, A3G deaminase -2.9, hIAP act 1.21, hIAP block -21.4, SENP1 FRET inh 3.3, NLRP3 yeast inh 12.7 and beta cell repl -5.4.
`O=C(N=C1SC2CS(=O)(=O)CC2N1c1cccc(Cl)c1)C1CCCO1` (configuration not stated) gave mIAP act 1.04, mIAP block -4.4, APOBEC3A inh 0.3, A3G deaminase -2.1, hIAP act 1.15, hIAP block -15.0, SENP1 FRET inh 0.4, NLRP3 yeast inh -7.0 and beta cell repl 3.1.
`N#CCCN(CC(=O)O)S(=O)(=O)c1ccccc1` gave mIAP act 1.14, mIAP block -14.4, APOBEC3A inh -6.0, A3G deaminase -6.8, hIAP act 1.08, hIAP block -7.7, SENP1 FRET inh -0.5, NLRP3 yeast inh -3.6 and beta cell repl 0.6.
For COc1cccc(N2CCN(c3ncnc4c3[nH]c3ccccc34)CC2C)c1 (configuration not stated) the results were mIAP act 1.36, mIAP block -36.0, APOBEC3A inh -16.6, A3G deaminase -5.1, hIAP act 1.06, hIAP block -5.9, NLRP3 yeast inh 39.4 and beta cell repl -6.1.
`CCCCN(CC)CCNC(=O)CCC(=O)Nc1ccc2nc(N3CCN(C)CC3)cc(C)c2c1` gave mIAP act 0.963, mIAP block 3.7, APOBEC3A inh 1.2, A3G deaminase -1.2, hIAP act 1.02, hIAP block -2.4, SENP1 FRET inh -63.8, NLRP3 yeast inh 8.4 and beta cell repl -0.1.
For CCN(CC)S(=O)(=O)c1ccc(C(=O)OCC(=O)Nc2sc3c(c2C#N)CCCCC3)cc1 the results were mIAP act 0.811, mIAP block 18.9, APOBEC3A inh 0.3, A3G deaminase -2.3, hIAP act 0.875, hIAP block 12.5, SENP1 FRET inh -10.6, NLRP3 yeast inh 12.0 and beta cell repl 0.0.
`N#C/C(=C\c1ccc(Cl)cc1)c1nc2ncccc2[nH]1` gave mIAP act 0.951, mIAP block 4.9, APOBEC3A inh -5.6, A3G deaminase -7.8, hIAP act 1.07, hIAP block -7.3, SENP1 FRET inh -19.1, NLRP3 yeast inh 16.3 and beta cell repl -1.2.
`CC(C)(C)c1ccc(-c2nnc(SCC(=O)NCC3CCCO3)n2N)cc1` (configuration not stated) gave mIAP act 0.884, mIAP block 11.6, APOBEC3A inh 2.2, A3G deaminase 6.3, hIAP act 0.956, hIAP block 4.4, SENP1 FRET inh 1.1, NLRP3 yeast inh -12.0 and beta cell repl -0.8.
`Cc1ccccc1OCC(=O)OCC(=O)NCc1ccc2c(c1)OCO2` gave mIAP act 0.95, mIAP block 5.0, APOBEC3A inh 3.4, A3G deaminase -1.2, hIAP act 0.907, hIAP block 9.3, SENP1 FRET inh 6.6, NLRP3 yeast inh 10.4 and beta cell repl 2.0.
Screening O=C(COC(=O)/C=C/c1cccc(Cl)c1)NC(=O)NCc1ccccc1 returned mIAP act 0.999, mIAP block 0.1, APOBEC3A inh 2.2, A3G deaminase -2.3, hIAP act 1.06, hIAP block -6.0, SENP1 FRET inh 0.6, NLRP3 yeast inh 3.1 and beta cell repl 4.0.
`COc1ccc(F)cc1S(=O)(=O)N1CCN(C(=O)c2ccco2)CC1` gave mIAP act 1.03, mIAP block -3.4, APOBEC3A inh 0.9, A3G deaminase -5.6, hIAP act 1.36, hIAP block -36.5, SENP1 FRET inh -1.1, NLRP3 yeast inh 7.3 and beta cell repl -1.2.
Screening c1ccc(Cc2ccc(OCCCNC3CCCC3)cc2)cc1 returned mIAP act 1.03, mIAP block -3.0, APOBEC3A inh -2.5, A3G deaminase -7.7, hIAP act 1.11, hIAP block -10.6, NLRP3 yeast inh 39.5 and beta cell repl -5.7.
NC(=O)N/N=C/c1cn(-c2ccccc2)nc1-c1cccnc1 was read as mIAP act 1.02, mIAP block -2.4, APOBEC3A inh -9.4, A3G deaminase -5.1, hIAP act 0.966, hIAP block 3.4, NLRP3 yeast inh 3.7 and beta cell repl -2.3.

Two records picked at random from those above, as already listed:
`Nc1c(NCCc2ccccc2)c2ccccc2oc1=O` gave mIAP act 1.15, mIAP block -14.5, APOBEC3A inh -7.3, A3G deaminase -2.9, hIAP act 0.982, hIAP block 1.8, SENP1 FRET inh -2.9, NLRP3 yeast inh 18.6 and beta cell repl -2.4.
`O=C(N=C1SC2CS(=O)(=O)CC2N1c1cccc(Cl)c1)C1CCCO1` (configuration not stated) gave mIAP act 1.04, mIAP block -4.4, APOBEC3A inh 0.3, A3G deaminase -2.1, hIAP act 1.15, hIAP block -15.0, SENP1 FRET inh 0.4, NLRP3 yeast inh -7.0 and beta cell repl 3.1.

Next structures:
`COc1ccc(NC(=O)Cn2nnc(C(=O)NCc3cccs3)c2N)cc1` gave mIAP act 1.04, mIAP block -4.2, APOBEC3A inh -1.4, A3G deaminase -0.9, hIAP act 0.97, hIAP block 3.0, SENP1 FRET inh 2.9, NLRP3 yeast inh 0.2 and beta cell repl -2.7.
`Cc1ccc(CNC(=O)CNS(=O)(=O)c2cccc3nsnc23)cc1` gave mIAP act 1.04, mIAP block -4.3, APOBEC3A inh -0.1, A3G deaminase -2.3, hIAP act 0.792, hIAP block 20.8, SENP1 FRET inh 3.0, NLRP3 yeast inh 13.1 and beta cell repl 0.7.
`CNC(=O)c1ccsc1NC(=O)c1ccc(S(=O)(=O)N2CCCc3ccccc32)cc1` gave mIAP act 0.894, mIAP block 10.6, APOBEC3A inh -2.5, A3G deaminase -6.3, hIAP act 0.801, hIAP block 19.9, SENP1 FRET inh 1.0, NLRP3 yeast inh 12.7 and beta cell repl -1.8.
Screening C=CC[C@@H](Cc1ccc(F)cc1)C(=O)OC[C@H]1CCCN1C(=O)[C@H](CC=C)CC(=O)N[C@H](CO)Cc1ccccc1 returned mIAP act 1.07, mIAP block -6.9, APOBEC3A inh -5.5, A3G deaminase -10.9, hIAP act 1.15, hIAP block -14.8, SENP1 FRET inh 2.3, NLRP3 yeast inh 16.6 and beta cell repl -4.5.
Cc1cccc(NC(=O)c2cccc3c2-c2ccccc2C3=O)n1 was read as mIAP act 0.957, mIAP block 4.3, APOBEC3A inh 0.0, A3G deaminase -2.8, hIAP act 0.939, hIAP block 6.1, SENP1 FRET inh -0.3, NLRP3 yeast inh 12.1 and beta cell repl 0.0.
`Cc1cc(NC(=O)c2ccco2)ncc1NC(=O)Cc1ccccc1` gave mIAP act 0.975, mIAP block 2.5, APOBEC3A inh 0.0, A3G deaminase 0.7, hIAP act 0.881, hIAP block 11.9, SENP1 FRET inh -9.8, NLRP3 yeast inh -5.1 and beta cell repl -0.2.
`C=CCNCc1cccn1-c1ccccc1` gave mIAP act 0.947, mIAP block 5.3, APOBEC3A inh 0.1, A3G deaminase 0.1, hIAP act 0.883, hIAP block 11.7, SENP1 FRET inh 0.3, NLRP3 yeast inh 6.8 and beta cell repl 0.2.
For O=S(=O)(c1ccccc1Br)N(Cc1ccccc1)CC(O)COCc1ccccc1 (configuration not stated) the results were mIAP act 1.05, mIAP block -2.7, APOBEC3A inh 5.6, A3G deaminase -1.4 and SENP1 FRET inh 0.6.
For Cc1ccc(N(Cc2cc3ccc(C)cc3[nH]c2=O)S(C)(=O)=O)c(C)c1 the results were mIAP act 0.997, mIAP block 0.3, APOBEC3A inh 3.2, A3G deaminase 8.2, hIAP act 0.895, hIAP block 10.5, SENP1 FRET inh -30.8, NLRP3 yeast inh -1.6 and beta cell repl -3.1.
`CCOc1ccc(NC(=O)CN2CC(c3ccccc3)CC2=O)cc1` (configuration not stated) gave mIAP act 1.04, mIAP block -3.9, APOBEC3A inh 0.1, A3G deaminase -3.5, hIAP act 1.11, hIAP block -11.5, SENP1 FRET inh 1.1, NLRP3 yeast inh 0.6 and beta cell repl -0.3.
`O=C(CCCn1c(=S)[nH]c2ccc(Br)cc2c1=O)NCC1CCCO1` (configuration not stated) gave mIAP act 0.951, mIAP block 4.8, APOBEC3A inh -6.0, A3G deaminase -11.6, hIAP act 0.923, hIAP block 7.7, SENP1 FRET inh -0.7, NLRP3 yeast inh -3.1 and beta cell repl 1.8.
CC(=O)C1=C(O)C(=O)N(CCCn2ccnc2)C1c1ccc(C)cc1 (configuration not stated) was read as mIAP act 0.946, mIAP block 5.4, APOBEC3A inh -2.8, A3G deaminase -6.6, hIAP act 0.982, hIAP block 1.8, SENP1 FRET inh 0.5, NLRP3 yeast inh 13.2 and beta cell repl -1.1.
`c1c2c(cc3sc(N4CCOCC4)nc13)OCCO2` gave mIAP act 0.953, mIAP block 4.7, APOBEC3A inh -4.6, A3G deaminase -5.9, hIAP act 0.961, hIAP block 3.9, SENP1 FRET inh -1.7, NLRP3 yeast inh 27.4 and beta cell repl -5.2.
Screening Cc1ccc(Nc2cc(C)nc3ccccc23)c(C)c1 returned mIAP act 1.07, mIAP block -7.4, APOBEC3A inh 1.0, A3G deaminase -4.2, hIAP act 1.11, hIAP block -11.4, SENP1 FRET inh -1.0, NLRP3 yeast inh 13.6 and beta cell repl -0.7.
For CCc1nnc(NC(=O)CN2CCN(Cc3ccc(C)cc3)CC2)s1 the results were mIAP act 0.951, mIAP block 4.9, APOBEC3A inh -7.2, A3G deaminase -3.9, hIAP act 1, hIAP block -0.3, SENP1 FRET inh 0.5, NLRP3 yeast inh 15.7 and beta cell repl -0.8.
Screening CC(=O)Nc1cccc(NC(=O)/C=C/c2ccc(S(=O)(=O)N3CCOCC3)cc2)c1 returned mIAP act 1, mIAP block -0.4, APOBEC3A inh -2.1, A3G deaminase -9.4, hIAP act 1.08, hIAP block -7.6, SENP1 FRET inh 0.4, NLRP3 yeast inh 11.8 and beta cell repl 0.7.
`CCCCNC(=S)NNC(=O)c1csc(CC)c1` gave mIAP act 0.945, mIAP block 5.5, APOBEC3A inh -3.2, A3G deaminase -6.8, hIAP act 0.884, hIAP block 11.6, SENP1 FRET inh 1.0, NLRP3 yeast inh 7.0 and beta cell repl -0.6.
COc1ccc(-n2c(Cc3cccn3C)nnc2SCC(=O)Nc2nccs2)cc1 was read as mIAP act 0.946, mIAP block 5.4, APOBEC3A inh -0.5, A3G deaminase -3.0, hIAP act 1.14, hIAP block -14.2, SENP1 FRET inh -4.1, NLRP3 yeast inh -0.8 and beta cell repl -4.0.
`c1ccc(Cn2nnc3c(NCc4ccc5c(c4)OCO5)nc(C4CC4)nc32)cc1` gave mIAP act 0.941, mIAP block 5.9, APOBEC3A inh -0.8, A3G deaminase -2.0, hIAP act 1.11, hIAP block -10.7, SENP1 FRET inh -2.2, NLRP3 yeast inh 20.4 and beta cell repl -1.1.

High-throughput results deposited in PubChem by Sanford-Burnham Center for Chemical Genomics.
